# Compound activity as filed in PubChem.
# Cneo AK release: causes C. neoformans cell lysis; adenylate kinase release luminescence, 4 h; normalised: neutral wells 0, clomiphene wells 100; lysis activity, % at 15 µM; 0.2% of 360,000 active;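 active means mean lysis activity across replicates of at least 80%, whatever share of replicates individually reach that level; inactive means mean lysis activity below 80%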
#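 Material: C. neoformans cells | Amount: Yeast cell density of 5 × 10^6 cells/mL | Medium: Fresh YPD growth medium | Dosing: Single dose | Times: Static 4 h at 37 °C with compound, 1 h detection | Detection: AK luminescence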
# CFTR F508del cor: correctors of CFTR F508del function in bronchial epithelial cells; 0.36% of 350,000 active; AID 720511; CFBE cells, YFP halide quenching; stimulated with forskolin plus potentiator P3; % fluorescence drop versus neutral controls; activity (quench increase), % at 7.58 µM;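 active means mean added fluorescence quench of at least 8% versus neutral control, with both replicates also reaching 8%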;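 further: cells transiently co-express mutant CFTR-F508del with the halide-sensitive YFP; corrector assay measuring rescue of mutant channel to the surface after 24 h compound exposure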
# miR-122 sensor: miR-122 inhibition in Huh7 cells | Huh7 miR-122 Renilla luciferase sensor, 48 h; neutral wells = 0, positive control = 100 | activation (reporter increase), % at 12.5 µM | 0.3% of 340,000 active;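 active means mean replicate activation score at least 90 and every replicate individually at or above 90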;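 further: higher luciferase means less miR-122 activity so hits act as miR-122 inhibitors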
# FN deposition inh: fibronectin deposition inhibition; AID 743247; 0.086% of 350,000 active; inhibition, % at 12.6 µM; AH1F fibroblasts, Alexa488-fibronectin deposition fluorescence, overnight;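 active means mean inhibition across replicates of 30% or more, regardless of how many single replicates reach that level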;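 further: positive control wells lacked labelled fibronectin entirely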
#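 Schedule: 1 h cell adhesion before compound, then overnight fibronectin incubation; test system: AH1F fibroblast monolayer depositing Alexa488-labelled fibronectin into matrix; quantity: 10000 AH1F cells per well; probe or stimulus: fluorescent fibronectin at 24 nM final; signal: fluorescence, ex 485 nm, em 525 nm; evaluation: percent inhibition as loss of matrix-bound fibronectin fluorescence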
# GSIS activator: GLuc luminescence reporter in INS-1E cells, primary screen for activators of glucose-dependent secretion of insulin; INS-1E GLuc reporter insulin secretion, 2-3 h; activation, % at 16.6 µM; 0.61% of 370,000 active;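 active means lowest replicate activation of at least 40%, so every replicate reaches that level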;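 further: 0% = median of neutral control wells and 100% = median of IBMX positive control wells; some compounds called inactive have numbers as strong as hits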
# PglD DTNB: inhibitors of Campylobacter jejuni PglD acetyltransferase | purified PglD enzyme, DTNB colorimetric CoA detection | inhibition, % at 12.5 µM | 0.098% of 360,000 active | AID 602405; in the data active means inhibition above about 16%, passing the limit was not always enough; further: strong numbers were not always called active
# PGC1a acetyl inh: PGC1a acetylation modulation, inhibitor mode | U2OS PGC1a acetylation, AlphaScreen anti-acetyl-lysine; with virally co-expressed GCN5 acetyltransferase | inhibition, % at 15.6 µM | 0.17% of 350,000 active;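 active means every replicate shows inhibition of at least 40%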;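 further: 0% = neutral control wells and 100% = positive control wells; some results beyond the cut were filed as inactive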
# C2C12 statin: suppressors of simvastatin-induced myotoxicity in C2C12 myotubes. AID 602340. rescue of ATP level, % at 7.49 µM. 0.78% of 330,000 active. ATP luminescence, 48 h; scaled: DMSO 0, geranylgeraniol control 100;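 active means mean ATP rescue above about 67%, or every replicate alone reaching that limit, limit read from the data, passing the limit was not always enough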;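 further: myotubes were challenged with 10 µM simvastatin during compound exposure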
# An asterisk follows results filed as active; nt = not tested or not shown; & = joins results of further samples; [ ] = another dose, or the depositor's remark.
SMILES,Cneo AK release,CFTR F508del cor,miR-122 sensor,FN deposition inh,GSIS activator,PglD DTNB,PGC1a acetyl inh,C2C12 statin
COc1cc(NC(=O)c2ccc(-c3csc(C)n3)cc2)c(OC)cc1Cl,0.2,1.1,11.2,-1.3,16.4,-1.9,0.6,-20.9
Cc1cccc(-c2ccc([C@H]3[C@H]4CN(C(=O)c5ccc6c(c5)OCO6)CCCCN4[C@H]3CO)cc2)c1,-3.0,-0.1,34.7[16.7 µM],nt,-13.3,-9.7,1.1,-5.8
Cc1noc(NS(=O)(=O)c2ccc(NC(=O)c3cc4ccccc4o3)cc2)c1C,-1.2,1.0,-4.2,1.5,11.9,-0.7,0.4,5.9
CCC(C)(C)C(=O)Nc1nnc(CCc2ccccc2)s1,-3.6,0.8,-3.5,4.1,-27.7,7.6,21.4,-0.2
CC(C)NC(=O)N1[C@H](C#N)[C@@H](c2ccc(C#CC3CCCC3)cc2)[C@@H]1CO,-3.1,6.8,nt,-3.7,2.5,3.8,-7.3,26.9
COc1ccc(C2=C(C#N)C(=O)OC2)cc1,-1.8,nt,2.2,6.5,nt,-1.4,-1.1,-7.0
O=C(Nc1ccccc1)N1C2CCC1CC(O)(c1cccnc1)C2 (stereo not drawn),3.3,nt,-3.3,nt,nt,-1.0,-16.0,2.4
O=C(CN1CCN(C(=O)c2ccco2)CC1)Nc1ccc(F)cc1F,0.4,1.4,-2.4,0.6,21.5,-4.4,10.4,-9.7
CCn1c2ccccc2c2cc(NC(=O)CSc3nnc(-c4ccc(OC)cc4)n3N)ccc21,0.8,nt,3.4,nt,nt,-4.5,1.1,-50.5
N#CCCN(C(=O)COC(=O)C1CCN(c2ccc(C(F)(F)F)cn2)CC1)c1ccc(F)cc1,-2.7,1.3,-1.9,-3.1,-64.7,-2.1,nt,-1.0
Cc1ccccc1C(=O)NC(=S)NCCN1CCOCC1,nt,nt,-6.3,3.9,19.0,nt,nt,-5.2
COc1cc(CN2CCC(C(=O)NCC(C)(C)CN(C)C)CC2)ccc1OCc1ccccc1,0.7,-4.6,-18.1,13.4,10.9,-8.2,-15.8,-4.9
COc1ccccc1OC(=O)c1ccc2nsnc2c1,-4.0,nt,-0.7,nt,14.6,3.7,nt,4.2
O=c1c2ccccc2nc2n1C(CSc1ccc(Br)cc1)CN2 (stereo not drawn),6.1,nt,-1.6,nt,nt,3.4,10.7,6.4
O=[N+]([O-])c1ccc2nc(-c3ccccc3)cc(-c3ccccc3)c2c1,-2.1,nt,1.4,0.2,11.8,-7.7,9.6,nt
CCOc1ccccc1CNS(=O)(=O)c1ccc2c(c1)oc(=O)n2C,-1.1,1.4,19.8,-10.6,19.6,-1.6,nt,-6.7
CCC(=O)N1CCc2cc(S(=O)(=O)CCC(=O)NCc3cccs3)ccc21,0.6,nt,4.3,nt,nt,2.9,-12.6,9.1
CS(=O)(=O)c1ccc(Cl)c(NC(=O)COC(=O)c2cccc(S(=O)(=O)N3CCCCC3)c2)c1,1.7,-0.5,nt,nt,-0.9,-1.4,1.9,nt
Cc1ccc(NC(=O)CC2=NC(=O)C(CC(=O)Nc3ccccc3C)S2)cc1 (stereo not drawn),-0.4,-0.3,-1.5,3.1,-9.8,0.2,-14.2,-38.1
Cc1ccc(-c2nnc(Cc3ccc([N+](=O)[O-])cc3)o2)cc1,-1.0,1.4,3.2,1.5,8.3,-3.3,-9.2,5.1
C[C@H]1CN([C@@H](C)CO)C(=O)c2cccc(NC(=O)C3CC3)c2O[C@H]1CN(C)Cc1ccc(-c2ccccc2)cc1,27.1&-1.1,6.7&1.3,-2.3[16.7 µM],1.2,-20.4&-16.2,2.2&1.1,-7.0&-6.5,-25.0&-2.5
COc1ccc(CN2CCC(n3nccc3NC(=O)C3CCCC3)CC2)cc1,-0.6,-3.3,4.5,3.8,13.5,-0.8,2.9,-8.4
O=C(O)c1ccc2c(c1)c1c3n2CCNC3CCC1 (stereo not drawn),2.3,-0.8,nt,0.1,18.1,2.6,5.7,-10.2
CCOc1ccc(NC(=O)C2CCN(S(=O)(=O)c3c(C)n[nH]c3C)CC2)cc1,3.0,nt,-2.8,nt,nt,1.1,-4.3,-7.5
CO[C@H]1CN(C)C(=O)c2ccc(NS(C)(=O)=O)cc2OC[C@H](C)N(Cc2ccccn2)C[C@@H]1C,nt,1.9,nt,1.2,4.5,nt,9.2,nt
Cc1cc(C)cc(-n2ncc3c2CCCC3NC(=O)CN2CCCCC2=O)c1 (stereo not drawn),-0.9,-3.2,nt,-2.6,-6.0,5.0,nt,2.3
Cc1cccc(NC(=O)c2ccccc2C(=O)O)c1,2.8,nt,-17.7,-11.9,nt,2.3,0.6,137.1*
CC(=O)c1ccc(NC(=O)CSc2nc3nn(-c4ccccc4)c(=O)c-3c3n2CCCCC3)cc1,1.2,1.9,-11.5,6.0,-8.3,3.0,0.1,-1.4
COc1ccc(S(=O)(=O)N(CC(=O)NCc2ccco2)c2ccccc2)cc1,1.9,nt,-0.2,-3.9,nt,-0.4,-15.5,-0.6
CC(C)CC#Cc1ccc2c(c1)O[C@@H](CN(C)C(=O)c1ccccc1)[C@H](C)CN([C@@H](C)CO)S2(=O)=O,-1.8,2.8,9.5[16.7 µM],nt,-43.3,2.8,0.5,2.8
COc1cc(F)ccc1-c1csc(C(O)c2ccc(F)cc2)n1 (stereo not drawn),0.7,4.2,8.9,8.5,nt,1.2,nt,0.5
Cc1ccc2c(c1)nc(-n1nc(C)cc1C)c1nnnn12,-0.5,-0.3,-8.9,-4.9,5.1,0.0,nt,-1.9
CCOc1ccccc1N(C)C(=O)c1ccc2c(=O)n3c(nc2c1)CCCCC3,-1.9,0.6,0.7,-1.0,-3.1,-0.7,8.2,2.6
COc1ccc(CCCc2nnc(SCC(=O)NN)o2)cc1,nt,-3.0,-3.1,0.3,10.8,nt,-6.7,6.7
O=C(C[C@@H]1C=C[C@@H](NC(=O)C2CCOCC2)[C@H](CO)O1)NCc1ccncc1,-3.6,2.2,nt,2.5,14.6,-0.9,-8.2,2.7
COc1cc(=O)n(C)c2ccccc12,-1.0,1.7,11.8,-4.6,0.5,1.3,6.6,7.0
CN(C)c1cccc(C(=O)Nc2cccc(F)c2)c1,-1.9,nt,38.5,-7.7,nt,4.2,-15.6,nt
CCN1/C(=C/c2cc[n+](C)cc2)C=Cc2cc(C)ccc21,nt,nt,-5.4,-6.6,-28.1,nt,nt,-18.1
Cc1noc(C)c1NC(=O)N(C)C[C@H]1Oc2ccc(NC(=O)CCC(F)(F)F)cc2CC(=O)N([C@@H](C)CO)C[C@@H]1C,-4.5,1.5,-2.3[16.7 µM],-3.4,17.8,-2.8,-7.6,-13.3
CCCC#Cc1cnc2c(c1)C(=O)N([C@H](C)CO)C[C@H](C)[C@@H](CN(C)C(=O)NC1CCCC1)O2,-6.3,nt,3.7[16.7 µM],0.4,-24.8,-1.7,-8.1,8.6
COc1ccc(N2CCN(c3cc(C)c4ccc(C)cc4n3)CC2)cc1,-1.5,3.1,7.4,-1.5,-9.3,2.8,-7.1,-9.6
C[C@H]1CN([C@@H](C)CO)S(=O)(=O)c2ccc(C#CCN(C)C)cc2O[C@@H]1CN(C)C(=O)Nc1ccccc1F,46.4,0.2,16.3[16.7 µM],nt,0.9,-0.2,-1.8,-5.0
CN(C)CCCNC(=O)[C@@H]1[C@@H](CO)[C@@H]2Cn3c(ccc(C4=CCCC4)c3=O)[C@H]1N2Cc1cocn1,-5.0,nt,nt,nt,4.9,-0.9,nt,21.0
CCOC(=O)CSC1=NC(=O)/C(=C\c2ccc(OC(C)=O)cc2)S1,-1.8,nt,nt,nt,-10.0,-5.6,7.6,12.5
COc1cccc(/C=N/NC(=O)NC23CC4CC(CC(C4)C2)C3)c1O,-1.9,nt,3.4,nt,nt,6.2,9.8,nt
COc1ccccc1NC(=O)c1ccc(NC(=O)COC(=O)c2cncc(Br)c2)cc1,-0.6,0.0,nt,2.9,11.0,2.2,nt,2.6
CC(C)N1CC=C2C(C#N)=C(N)C(C#N)(C#N)C(c3ccccc3)C2C1 (stereo not drawn),-0.3,nt,0.7,-15.3,nt,-2.6,-1.1,8.0
COc1ccc([N+](=O)[O-])cc1NC(=S)NC(=O)C(C)(C)C,-1.9,-3.1,4.4,10.1,30.9,-3.3,9.6,nt
O=C(CN1CCOCC1)N1CCCCN2[C@@H](CO)[C@H](c3ccc(-c4ccccc4F)cc3)[C@@H]2C1,-1.0,-0.2,6.8[16.7 µM],nt,6.1,-0.3,5.0,4.5
O=C(NCc1cccc(Cl)c1)c1ccc(-n2cncn2)c2ccoc12,0.3,0.9,4.0,6.7,0.8,22.0*,16.0,-0.5
CN(Cc1ccc(C(C)(C)C)cc1)C(=O)C1CCN(C(=O)Nc2ccccc2)CC1,12.0,-3.9,nt,nt,-21.9,0.7,nt,nt
COCC(=O)N1[C@H](CO)[C@H](c2ccccc2-c2ccccc2F)[C@@H]1C#N,nt,0.6,nt,-8.9,-17.0,nt,-0.3,nt
Cc1ccc2c(c1)C1C=CCC1C(C(=O)NCCCN1CCOCC1)N2 (stereo not drawn),0.0,-1.8,-5.8,2.0,8.3,3.5,7.5,2.2
CCNC(=O)C1Cc2ccccc2CN1S(=O)(=O)c1ccc(F)cc1 (stereo not drawn),-3.9,2.2,nt,-5.0,9.6,-3.2,3.8,nt
COc1cccc(-c2nc(CS(=O)(=O)CC(=O)N3CCc4ccccc43)c(C)o2)c1,-1.5,-1.2,nt,-12.6,nt,-3.4,nt,1.1
CCNC(=O)C[C@@H]1C=C[C@H](NC(=O)C2CCC2)[C@@H](CO)O1,2.1,0.0,nt,-1.2,-1.7,-4.5,-4.3,-4.1
CCOC(=O)N1CCN(C(=O)c2cnn3ccccc23)CC1,3.8,-2.2,-3.5,-3.5,-6.9,6.0,-13.4,12.0
COC(=O)c1cc(NCc2cccs2)ccc1N1CCOCC1,0.5,nt,-12.1,nt,nt,-0.2,-0.1,-2.5
Cn1ccnc1SCC(=O)Nc1cccc(C#N)c1,2.6,0.8,nt,nt,9.1,-4.3,nt,3.3
CC(=O)c1ccc(N2CCN(C(=O)CCCn3c(=O)[nH]c4ccsc4c3=O)CC2)cc1,-0.7,-2.4,nt,2.8,6.2,5.5,nt,-4.5

# Some values from the entries so far.
# In CFTR F508del cor, `Cc1ccc2c(c1)C1C=CCC1C(C(=O)NCCCN1CCOCC1)N2` (stereo not drawn) shows -1.8
# In PglD DTNB, `O=C(NCc1cccc(Cl)c1)c1ccc(-n2cncn2)c2ccoc12` shows 22.0*

# Next part.
SMILES,Cneo AK release,CFTR F508del cor,miR-122 sensor,FN deposition inh,GSIS activator,PglD DTNB,PGC1a acetyl inh,C2C12 statin
Cc1ccc(O)c(N=Nc2ccc(S(=O)(=O)N3CCCC3)cc2)c1,-3.9,-0.4,-11.1,6.7,3.5,3.7,6.7,-0.8
Cc1occc1-c1nnc(SCC(=O)N2CCN(c3ccccc3)CC2)n1C,-0.3,nt,3.5,2.5,nt,0.8,-0.4,56.4
CCOc1ccc(NC(=O)C(Cc2ccccc2)NC(=O)C2CCCCC2)cc1 (stereo not drawn),-0.5,nt,-4.7,12.7,6.8,1.2,2.2,8.6
Cc1nc2cc(CO)ccc2n1C,2.9,nt,-3.0,12.7,nt,0.2,6.2,-1.1
CCc1nnc(NC(=O)c2ccc(S(=O)(=O)NCC(C)C)cc2)s1,2.1,nt,22.8,nt,2.2,-3.3,-4.9,9.5

# Compounds were not picked by outcome, and some 2.1% of all compounds hit somewhere here.
